# hcGAS inh: inhibitors of human cGAS | AID 1259398 | recombinant h-cGAS, ATP depletion, Kinase-Glo luminescence | Q8N884 | inhibition, % at 12.5 µM | 0.081% of 290,000 active;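 also: 0% = vehicle reaction and 100% = reaction without DNA for no activity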
# Target sequence (Q8N884 whole entry, looked up): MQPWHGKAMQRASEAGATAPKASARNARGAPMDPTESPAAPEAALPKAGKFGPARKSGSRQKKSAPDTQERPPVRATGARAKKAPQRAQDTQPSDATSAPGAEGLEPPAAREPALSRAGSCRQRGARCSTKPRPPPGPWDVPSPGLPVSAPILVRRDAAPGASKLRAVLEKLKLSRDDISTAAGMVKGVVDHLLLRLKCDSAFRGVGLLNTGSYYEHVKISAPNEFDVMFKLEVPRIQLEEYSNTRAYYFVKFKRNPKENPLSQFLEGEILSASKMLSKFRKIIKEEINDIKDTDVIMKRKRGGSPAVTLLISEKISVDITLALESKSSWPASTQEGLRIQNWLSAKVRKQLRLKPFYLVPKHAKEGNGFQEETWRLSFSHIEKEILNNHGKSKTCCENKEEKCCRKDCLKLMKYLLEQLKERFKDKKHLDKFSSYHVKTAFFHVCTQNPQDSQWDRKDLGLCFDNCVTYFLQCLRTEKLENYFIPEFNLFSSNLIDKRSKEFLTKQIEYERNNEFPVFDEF
# NPYLR7 agonist: mosquito NPYLR7 agonism; HEK293T NPYLR7/Galpha15, GCaMP6s calcium fluorescence; activation, % at 10 µM; 0.15% of 270,000 active; AID 1259423; in the data active = activation above about 40%;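 also: 0% = vehicle and 100% = reference agonist at the receptor; some compounds past the cut are filed as inactive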
# mcGAS inh: mouse cGAS inhibition by luminescence; 0.15% of 160,000 active; recombinant cGAS, Kinase-Glo ATP depletion luminescence; AID 1259399; inhibition, % at 12.5 µM;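 also: 0% = negative control wells and 100% = reference inhibitor with no enzyme activity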
# Starred values were filed as active, the others as inactive; nt = not tested or not shown. Rule as the data show it, unless noted: active = inhibition above about 40%; inactive = the rest. Compounds were not picked by outcome. Share with any hit: about 0.29%.
molecule,hcGAS inh,NPYLR7 agonist,mcGAS inh
Cc1ccccc1Cn1c(C(=O)N2CCN(C(=O)COCc3ccccc3)C(C)C2)cc2ccsc21 (stereo unspecified),-12,nt,-8
Cc1c(C(=O)NCCC#N)sc(=O)n1Cc1ccc(C(=O)N(C)C)cc1,-2,8,nt
Cc1cc(C(F)(F)F)nc(CCNC(=O)C2CCC(=O)N(Cc3cccc(F)c3)C2)n1 (stereo unspecified),-6,3,nt
CCCCN(C(=O)CC1CCCC1)c1c(N)n(CCC)c(=O)[nH]c1=O,3,-2,nt
CN1CCCC(CN(C)C(=O)c2[nH]nc(N)c2-c2ccccc2)C1 (stereo unspecified),-5,-8,nt
CCNC(=S)N1CCN(C(=O)OCC)CC1,-7,nt,-5
CCNC(=O)[C@@H]1C[C@H](NC(=O)c2cccn2C2CC2)CN1C1CCOCC1,4,nt,1
O=C1c2cccc3c(Nc4ccccc4)ccc(c23)C(=O)N1c1ccccc1,-5,53*,-5
Cc1noc(C)c1S(=O)(=O)NC(=O)C1(C)CCN1C(=O)c1ccc(C2CCCCC2)cc1 (stereo unspecified),-6,6,nt
CCC(C(=O)NC)(C(F)(F)F)C(F)(F)F,-6,nt,-5
COC(=O)c1c(C)[nH]c(C(=O)N2CCc3cc(OC)c(OC)cc3C2)c1C,-13,6,nt
O=C1C2C3C=C(Cl)C(c4ccccc43)C2C(=O)N1c1cccc(Br)c1 (stereo unspecified),3,-6,3
O=C(c1cccc(Br)c1)N1CCc2nc(Cc3cccc(F)c3)nc(N3CCOCC3)c2C1,-10,nt,-6
CCOC(=O)c1ccc(OC2CC3CCC(C2)N3C(=O)c2ccc(CSc3nc4ccc(OC)cc4[nH]3)cc2)cc1 (stereo unspecified),-1,12,-3
CCOC(=O)c1cnc(-c2ccc(OC)cc2)nc1N1CCCC1C (stereo unspecified),-3,-9,-4
COc1ccc(Cl)cc1C(=O)Nc1ccc(-c2nc3cc(Cl)ccc3o2)cc1,-2,8,-3
O=C(CSc1cn(CC(=O)N2CCCCCC2)c2ccccc12)Nc1cccc(F)c1,-3,-2,-5
Cc1cc(NC(=O)CNCc2noc(C3CCCO3)n2)ccc1Cl (stereo unspecified),-9,nt,-9
O=C(CN1CCc2sccc2C1c1ccccc1)N1CCN(C(=O)c2ccco2)CC1 (stereo unspecified),-6,9,-5
NC1CCN(c2ccccc2C(=O)NCc2ccc3c(c2)OCO3)CC1,-1,-2,nt
CC(C)N1CCC(C)(C(=O)Nc2ccccc2Oc2ccccc2)C1 (stereo unspecified),-9,0,nt
CCOc1ccccc1NC(=O)N1CCN(c2nc(C)nc(C)c2Cc2cccc(C(F)(F)F)c2)CC1,-4,nt,-8
CCCCc1ccc(N2CC(C)Cn3c2nc2c3c(=O)n(CCOC)c(=O)n2C)cc1 (stereo unspecified),-5,5,-7
O=C1N=c2ccccc2=C1c1sc(=S)n(-c2ccc(C(=O)O)cc2)c1O,21,-2,-2
Cc1ccccc1N=c1oc2ccc(Br)cc2cc1-c1nc2ccccc2[nH]1,-4,4,-6
CC(=O)c1cc(C(=O)N(C)CCSc2ccc(C)cc2)[nH]n1,-8,23,-11
Cc1ncc2c(c1CNC(=O)Cc1ccsc1)CCN(C(=O)[C@@H]1C[C@@H]3C=C[C@H]1C3)C2,-11,3,nt
COc1ccc(OCc2ccc(-c3nc(C#N)c(NCc4ccco4)o3)o2)cc1,4,-2,-1
CN(C1CCOCC1)S(=O)(=O)NCC1CCC2(CC1)OCCO2,-4,5,nt
CSc1ncccc1C(=O)N1C[C@H](Oc2ccccn2)[C@H]2C[C@@H]1CC[C@H]2O,1,-2,-2
CCCOc1ccc(Cl)cc1NC(=O)c1ccc(S(C)(=O)=O)cc1,-6,3,nt
CCN(CC)C(=O)C(C1CCCC1)N1CCN(C(=O)c2ccccc2Cl)CC1 (stereo unspecified),-3,-5,-4
Cc1nnc2ccc(NCC(CN(C)C)C(O)c3ccccc3)nn12 (stereo unspecified),-5,0,nt
Cc1cc2c(cc1C(=O)N1CCOC(c3ccc(Cl)cc3)C1)OCCO2 (stereo unspecified),-2,9,-16
Cc1cc(C)n(-c2cccc(NC(=O)c3cc4c(cc3O)OCO4)c2)n1,1,4,-4
COc1ccc(C2=NN(C(=O)CN3CCN(C)CC3)C(c3ccccc3Cl)C2)cc1 (stereo unspecified),-7,2,-7
COc1ccc(S(=O)(=O)NC(=O)C2(C)CCN2C(=O)Cc2ccc(C(C)(C)C)cc2)cc1OC (stereo unspecified),1,5,nt
CCCCC(C1=CCCN(C)C1)N(C)C(=O)c1cccs1 (stereo unspecified),-4,0,nt
CC(=O)NC(CC(=O)N(CC#N)c1cccc(F)c1)c1ccccc1 (stereo unspecified),5,3,nt
CCOc1cccc2c1OC[C@@H]1CN(CCO)C(=O)CCN(C(=O)CC(C)(C)C)[C@H]21,-3,0,-8
O=C(NC(Cc1ccccc1)C(=O)N1CCCC1)C1CC(c2cccc(F)c2)=NO1 (stereo unspecified),-2,25,-4
CC1(C(=O)Nc2ccc(Cl)c(Cl)c2)CCN1CCOc1ccccc1 (stereo unspecified),-13,10,nt
Cc1c(C(=O)NC(Cc2ccccc2)c2ccccc2)cc(-c2ccccc2)n1-c1ccccc1F (stereo unspecified),2,nt,-2
Cc1cccc(Oc2ccccc2CN)c1,-1,25,nt
COc1ccc(C(C)(C)NC(=O)CC2C(=O)NCCN2CC=C(C)C)cc1 (stereo unspecified),-5,-2,-29
CCc1cc(Oc2ccc(C(C)=O)cc2)nc(SCc2ccccc2C#N)n1,1,10,1
Cn1nc(C(F)(F)F)c2cc(C(=O)N3CCCC(c4ccn[nH]4)C3)sc21 (stereo unspecified),-1,-2,nt
Cc1cc2sc(NC(=O)C3CCCCC3)nc2cc1N,-1,-4,-3
Cc1nc(-n2nc(C3CC3)cc2NC(=O)c2ccco2)[nH]c(=O)c1C,1,0,nt
CN(CCN1CCCC1CCCO)c1ccccc1 (stereo unspecified),-5,2,nt

# Carrying on:
molecule,hcGAS inh,NPYLR7 agonist,mcGAS inh
CCSc1n[nH]c(-n2ccc3nc4ccn(CCC5=CCCCC5)c(=O)c4cc3c2=O)n1,-5,5,nt
Cc1cc(C)n(CC(C)n2cnnc2)n1 (stereo unspecified),-4,5,-20
O=c1[nH]c(CSc2nnnn2C2CCCC2)nc2ccc(Cl)cc12,-1,0,nt
NC1(C(=O)O)CCN(Cc2ccc(-c3ccn[nH]3)s2)C1 (stereo unspecified),-7,nt,-12
Cc1c(C(=O)NCCC#N)sc(=O)n1CC(=O)N(C)C,2,5,nt
CCOC(=O)c1nn(-c2ccccc2)c(=O)cc1NCc1cccc(OC)c1,-2,7,nt
Cc1ccc(C(=O)Cn2cnc3c2c(=O)n(C)c(=O)n3C)s1,-7,2,nt
Cc1cccc(-c2cnc(C(O)c3cc(C)cc(C)c3)[nH]2)c1 (stereo unspecified),-13,-3,nt
Cc1ccc(N2C(=O)/C(=C/c3ccc(-c4ccc(Cl)c(Cl)c4)o3)C=C2c2ccccc2)c(C)c1,1,-1,1
CCCCC(CC)C(=O)Nc1c(-c2ccc(C(F)(F)F)cc2)nc2ccccn12 (stereo unspecified),-12,-4,-10
N#Cc1cnc(SCC(=O)N(C2=CCCCC2)C2CC2)nc1N,2,-1,nt
COc1cc(C=C(C#N)S(=O)(=O)c2ccc(F)cc2)cc(OC)c1OC,-9,11,nt
Cc1cc(C)n(CCNC(=O)Cc2nc(C)sc2C)c(=O)n1,-2,-5,nt
CC(C)CC(=O)N1CCCC(Nc2ccccc2)C1 (stereo unspecified),-5,1,nt
CCCCCCCCCCCCCCSCC(=O)O,1,5,-4
COCC1(C(=O)NCc2nncn2C2CCCCC2)CCC1,-7,-2,-18
Cc1ncsc1CCN(C)c1nc(-c2cccnc2)nc2c1cnn2C,-3,-1,-15
NC(=O)Nc1ccc(CNC(=O)C2(c3ccc(F)cc3)CCOCC2)cc1,-5,1,nt
CCC(C(=O)N(Cc1ccc(F)cc1)Cc1cc(NC(=O)C2CCCC2)ccc1N(C)C)c1ccccc1 (stereo unspecified),6,nt,2
O=C(c1ccc([N+](=O)[O-])o1)N(Cc1ccccn1)c1nc2ccccc2s1,-7,-4,-9
COCc1nn2c(nnc3c(=O)n(CCO)ccc32)c1-c1ccccc1,-12,-1,nt
O=c1c2ccccc2nnn1Cc1nc(Cc2ccccc2)n[nH]1,0,11,nt
CCOC(=O)C1CCN(C(=O)c2ccc3nc(-c4ccccc4)c(-c4ccccc4)nc3c2)CC1,-1,-5,0
CCNC(=O)Nc1ccc(N(C)C)c(CN(C(=O)c2ccco2)C(C)CC)c1 (stereo unspecified),-1,10,-3
Cc1ccc2c(c1)C1(SCCN1C(=O)c1ccccc1C)C(=O)N2Cc1ccc(F)c(F)c1 (stereo unspecified),-11,7,-5
CN(Cc1ccc(Cl)cc1Cl)C(=O)C1CCN(S(=O)(=O)c2ccc3c(c2)CCC3)CC1,-4,3,nt
Clc1ccccc1-c1nc2c(NCc3ccccc3)nccc2[nH]1,-5,-8,-9
Cc1cc(=O)[nH]c(NN=Cc2cc(C)n(-c3ccc(I)cc3)c2C)n1,-15,9,-5
COc1cc(Cl)c(NC(=O)CCSc2ccccc2F)cc1OC,-16,-3,nt
Cn1c(=O)c(C(=O)Nc2ccccc2Cl)c(O)c2ccccc21,-10,5,-7
COc1ccc(O)c(C(C)NC(=O)C(=O)Nc2ccc(F)cc2C)c1 (stereo unspecified),1,11,0
Cc1cccc(-n2nc(-c3ccc(C)c(C)c3)cc2C(=O)N2CCC(Cc3ccccc3)CC2)c1,-1,-9,1
Cc1nc(C(C)n2cnc3ccccc32)n(-c2ccc3c(c2)OCO3)n1 (stereo unspecified),0,12,nt
O=C(C=Cc1ccccc1)N=C1N=C2C=CC(Br)=CN2Cc2ccccc21,-7,-6,-6
CON(C)C(=O)c1cc(C)ccc1NS(C)(=O)=O,-7,1,nt
Cc1nn(CC(=O)NCc2ccco2)c(=O)c2c1cnn2C(C)(C)C,-6,7,nt
Cc1nc(C)c(-c2ccc(SCC(=O)Nc3ccc(Cl)c(Cl)c3)nn2)s1,-3,2,-7
Cc1ccc(CN(CCN(C)C)C(=O)C2[C@@H]3[C@H]4CC[C@H](C4)[C@H]23)s1 (stereo partly specified),-7,-2,-9
Cc1ccc(Cc2nnc(N3CCCCC3)[nH]c2=O)cc1,-5,15,nt
COc1ccc(-c2cn3nc(CNc4ccc5c(c4)OCO5)n4c3c2CCCC4)cc1,-13,4,nt
O=C1c2ccccc2C(=O)N1CCOc1ccc(Cl)c2ccccc12,-12,30,nt
CCN(CC)C(=O)Oc1ccc2c(ccn2Cc2cc(C)ccc2C)c1-c1cc(F)cc(F)c1,-1,10,-5
Cc1cc(C(F)(F)F)nc(CCNC(=O)c2cnn3c2CCCC3)n1,-4,2,nt
C=CCNC(=O)Cn1c(CO)cnc1SCc1cccc(F)c1,-3,8,nt
CCOc1ccccc1N1CCN(C(=O)c2cc(-c3cccc(OC)c3)nn2-c2cc(C)ccc2C)CC1,-7,0,-5
CC(C)(C)c1ccc(NC(=O)c2cccnc2Oc2cccc([N+](=O)[O-])c2)cc1,-4,-9,-4
CCN(CC)c1onc(-c2ccccc2)c1CN(CCOC)CC(O)COC(C)C (stereo unspecified),2,4,-3
COCc1c(C(=O)N[C@@H]2C[C@@H](C(=O)OC)N(C)C2)noc1C,-3,5,nt
CCOC(=O)CCC(=O)Nc1cccc(-c2cccc(-c3ccccc3OC)n2)c1,-5,-9,-3
Cc1ccnc(SCc2cc(=O)n3c4ccccc4nc3n2Cc2ccccc2)n1,-10,3,nt

# Next compounds follow:
molecule,hcGAS inh,NPYLR7 agonist,mcGAS inh
CC1(C)S[C@@H]2[C@H](NC(=O)C(C(=O)O)c3ccsc3)C(=O)N2[C@H]1C(=O)O (stereo partly specified),-7,19,nt
Cc1ccccc1N1CCN(C2CCCN(C(=O)c3ccc(C(F)(F)F)cc3)C2)CC1 (stereo unspecified),-3,0,nt
O=C(Nc1cccc(-n2cccn2)c1)C1CCCN(Cc2cccc(F)c2F)C1 (stereo unspecified),-7,9,nt
COc1ccccc1CN(Cc1ccccc1)Cc1nc(C(=O)NCc2ccncc2)co1,-3,11,-4
Cc1ccc(S(=O)(=O)Cc2ncc(C(C)C)o2)c(C)c1,-13,5,nt
c1cnn(-c2ccc(CSc3nnnn3C3CC3)cc2)c1,-6,12,nt
CCN(CC)S(=O)(=O)c1ccc(OC)c(N2CCN(C(=O)c3cc(F)ccc3F)CC2)c1,-6,21,-8
COc1ccc(NC(=O)CSc2nnc(CNC(=O)c3ccco3)n2-c2ccccc2OC)cc1,-7,1,-4

# Reprinted at random: four records from the list
molecule,hcGAS inh,NPYLR7 agonist,mcGAS inh
O=C(Nc1cccc(-n2cccn2)c1)C1CCCN(Cc2cccc(F)c2F)C1 (stereo unspecified),-7,9,nt
c1cnn(-c2ccc(CSc3nnnn3C3CC3)cc2)c1,-6,12,nt
Cc1ccc(S(=O)(=O)Cc2ncc(C(C)C)o2)c(C)c1,-13,5,nt
CCN(CC)S(=O)(=O)c1ccc(OC)c(N2CCN(C(=O)c3cc(F)ccc3F)CC2)c1,-6,21,-8

# Bioassay records deposited in PubChem by Fisher Drug Discovery Resource Center.
